AID2073: inhibitors of Mint1-CaV2.2 protein interaction, biochemical, HTRF (AID 2073) | HTRF protein-protein interaction, Mint1-CaV2.2; higher % means a stronger effect | inhibition, % at 20 µM; hits with a dose series show IC50 in µM | 290,000 compounds, 0.19% hits; in the data active = inhibition mostly above about 51%, no sharp cut-off; inconclusive = no clear call, values can overlap the other calls; inactive = mostly below about 53%; note: some results filed as inactive read as strong as hits
GPR55 beta-arrestin: selective activators of receptor GPR55 – imaging, U2OS cells, beta-arrestin-GFP redistribution, primary screen (AID 1961) | U2OS GPR55 beta-arrestin-GFP redistribution imaging; higher % means a stronger effect | one-dose activation, % at 10 µM; EC50 in µM for titrated hits | 290,000 compounds, 0.048% hits;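 active = activation above 40% with more than 50 cells counted in the well; inconclusive = wells holding fewer than 50 cells, flagged as toxic or sparse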;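 note: U2OS osteosarcoma cells stably expressing GPR55 and beta-arrestin-GFP; plate controls were DMSO negative control for no effect and LPI positive control for full effect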
HIV peptide binding: inhibitors of HIV fusion peptide binding, primary screen, biochemical, uHTS, fluorescence dequenching (AID 1986); inhibition, % at 20 µM; hits with a dose series show IC50 in µM; cell-free peptide binding, fluorescence dequenching, 30 min; higher % means a stronger effect; 290,000 compounds, 0.3% hits; in the data active = inhibition mostly above about 52%, no sharp cut-off; inactive = mostly below about 76%; note: some results filed as inactive read as strong as hits
Siah-1 displacement: blockers of Siah-1 interaction with plectin peptide – biochemical, fluorescence polarization, rhodamine-plectin, uHTS, primary screen (AID 1817). Siah-1 / rhodamine-plectin peptide fluorescence polarization; higher % means a stronger effect. one-dose displacement, % at 20 µM; IC50 in µM for titrated hits. 290,000 compounds, 0.02% hits;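 active = displacement of at least 50% at 20 µM, with a fluorescence ratio check between 0.3 and a set limit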;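 note: plate controls were Siah plus tracer with DMSO for no effect and tracer alone without Siah for full effect; strong numbers were not always called active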
GPR35 antagonists: inhibition of zaprinast-stimulated GPR35 beta-arrestin translocation – imaging, U2OS, beta-arrestin-GFP, zaprinast agonist, primary screen (AID 2058). 290,000 compounds, 0.052% hits. inhibition, % at 10 µM, or IC50 in µM where a hit was titrated. U2OS GPR35 beta-arrestin-GFP translocation imaging, zaprinast antagonism; higher % means a stronger effect;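 active = inhibition of at least 50% with at least 30 cells and total cytoplasm GFP at most 10,000,000; inconclusive = under 30 cells or total GFP of 10,000,000 plus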
UTI89 phage lysis: inhibition of K1F phage lysis, E. coli UTI89, bacterial capsule biogenesis inhibitors, alamar blue (AID 488966); E. coli UTI89 K1F phage lysis, alamar blue, 2 h; higher % means a stronger effect; inhibition, % at 100 µM, or IC50 in µM where a hit was titrated; 340,000 compounds, 0.02% hits;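 active = phage lysis inhibition, versus mean bacterial control, above a set limit; inconclusive = no clear call, values can overlap the other calls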;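 note: capsule biogenesis inhibitors block K1F phage lysis so surviving cells raise fluorescence; higher fluorescence means more inhibition of phage lysis; actives were called in the ten point dose series up to 300 µM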
Dengue-2 NS5 capping: flavivirus cap methylation enzyme inhibition – biochemical, confirmation dose response, primary screen (AID 588689); Dengue-2 NS5 methyltransferase capping enzyme assay, biochemical; higher % means a stronger effect; inhibition, % at 25 µM; hits with a dose series show IC50 in µM; 340,000 compounds, 0.3% hits; in the data active = a potency from the dose series; inconclusive = inhibition above about 29% without an active follow-up result
NTR1 agonist: NTR1-driven beta-arrestin-GFP spot formation – imaging, U2OS cells, high content, primary screen (AID 493036). P30989. agonist mode. activation, % at 20 µM. 330,000 compounds, 0.17% hits;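 active = activation at or above 40% of the spot to cytoplasm intensity ratio, with at least 20 cells analyzed; inconclusive = wells under 20 cells, flagged as cytotoxic or low count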;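 note: 0% = DMSO without peptide and 100% = 100 nM NTR1 peptide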
Target sequence (P30989 whole entry, looked up): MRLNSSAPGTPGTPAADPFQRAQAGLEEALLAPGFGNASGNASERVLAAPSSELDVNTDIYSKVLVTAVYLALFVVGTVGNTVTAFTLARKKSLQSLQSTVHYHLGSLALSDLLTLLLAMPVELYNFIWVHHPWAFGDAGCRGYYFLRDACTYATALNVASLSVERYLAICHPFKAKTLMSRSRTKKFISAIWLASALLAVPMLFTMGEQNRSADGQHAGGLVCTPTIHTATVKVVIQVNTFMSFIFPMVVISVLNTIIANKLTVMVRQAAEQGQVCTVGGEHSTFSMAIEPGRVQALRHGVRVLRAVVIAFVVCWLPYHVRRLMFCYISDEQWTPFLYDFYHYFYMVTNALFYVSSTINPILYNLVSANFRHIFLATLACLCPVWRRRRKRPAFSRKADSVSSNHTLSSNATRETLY
GPR55 LPI antagonism: GPR55 antagonists blocking LPI-driven arrestin recruitment, primary screen, imaging, U2OS, beta-arrestin-GFP, LPI agonist (AID 2013); 290,000 compounds, 0.13% hits; inhibition, % at 10 µM; hits with a dose series show IC50 in µM; U2OS GPR55 beta-arrestin-GFP translocation imaging, LPI antagonism; higher % means a stronger effect;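 active = spots per cell inhibited over 60%, with over 100 cells counted and total cytoplasm intensity under 500,000; inconclusive = wells with under 100 cells, flagged as likely toxic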;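 note: U2OS cells stably carrying GPR55 and arrestin-GFP stimulated by 5 µM LPI near EC80; imaged beta-arrestin-GFP aggregate spots per cell after agonist stimulation; plate controls were LPI-stimulated DMSO wells for no effect and DMSO wells without LPI for full effect; some results filed as inactive read as strong as hits; confirmed hits need IC50 under 10 µM and bright autofluorescent wells are also inconclusive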
NTR1 agonist cell count 20 µM: further read-out of NTR1 agonist, marked with its call; cell count; measured here: cell count, cytotoxicity flag
Dengue-2 NS5 capping pilot replicate: also measured in Dengue-2 NS5 capping; calls as there; inhibition, %; measured here: pilot screen replicate inhibition
The depositor's hits bear a star; ? = inconclusive; · = not tested or not shown.

SMILES | AID2073 | GPR55 beta-arrestin | HIV peptide binding | Siah-1 displacement | GPR35 antagonists | UTI89 phage lysis | Dengue-2 NS5 capping | NTR1 agonist | NTR1 agonist cell count 20 µM | GPR55 LPI antagonism | others
O=C(CSCc1ccccc1F)NCc1ccccc1 | 0% | 0.1% | -1.0% | 0% | 4% | 0.3% | -4% | -0.7 | 55 | 3%
COC(=O)c1ccc(NC(=S)NC(=O)C2CCC2)cc1 | ? | -0.1% | 0.1% | 11% | -7% | 0.1% | 0% | 2.7 | 71 | -3%
c1coc(-c2nnc(SCc3nc4ccccc4[nH]3)o2)c1 | 0% | -0.3% | 1.8% | -7% | -8% | 0.1% | -5% | -0.5 | 79 | -2%
COc1ccc(NC(=O)[C@@H](NC(N)=O)C(C)C)cc1Cl | 0% | -0.2% | -0.3% | 6% | 14% | 0.8% | 12% | -1.6 | 36 | -8%
N#CCCN(C(=O)CSc1ccc2c(c1)OCCO2)c1ccc(F)cc1 | -9% | -0.2% | -1.6% | 1% | 12% | 0.7% | -8% | -0.4 | 34 | 6%
Cc1ccc2[nH]c(=O)c3cc(C(=O)N(CCCOC(C)C)Cc4ccco4)sc3c2c1 | 6% | -0.1% | 1.3% | -1% | 9% | 0.0% | -1% | 23 | 68 | -1%
NC(=O)c1ccccc1OCC(=O)NS(=O)(=O)c1ccc(Cl)cc1 | 3% | -0.1% | 1.8% | 6% | 13% | 8.4% | -9% | -0.1 | 78 | 6%
COc1ccc(OCC(O)CN2CCN(Cc3ccc4c(c3)OCO4)CC2)cc1 (stereo unspecified) | -4% | 0.7% | 2.2% | 0% | -11% | -5.0% | -7% | -0.6 | 48 | 0%
Cc1cccc(N2C(=O)C(O)=C(C(=O)c3cccs3)C2c2ccccc2)n1 (stereo unspecified) | 15% | -0.2% | 1.2% | 4% | -7% | -1.7% | 5% | 1.5 | 42 | 5%
Cc1c(C=O)c2ccccc2n1CC(=O)N1CCc2ccccc2C1 | 1% | -0.1% | -1.2% | -3% | -1% | 0.0% | 2% | 0.2 | 57 | 10%
CCc1ccccc1NC(=S)N1N=CCC1c1ccccc1 (stereo unspecified) | 5% | -0.1% | 1.9% | 2% | 3% | -1.1% | -7% | 1.3 | 40 | 2%
Nc1ccc(-c2nc3nc(N)nc(N)c3nc2-c2ccc(N)cc2)cc1 | -12% | -0.1% | 2.0% | -2% | 25% | 0.2% | -8% | -2.0 | 84 | 2%
O=C(COC(=O)CNC(=O)C1CCCCC1)Nc1ccc(Cl)cc1F | 6% | 0.5% | 2.1% | 10% | 1% | 0.1% | 1% | 4.1 | 66 | -6%
CCCN1CCN(CCCNC(=O)c2ccc(CS(=O)c3ccc(OC)cc3)o2)CC1 (stereo unspecified) | 5% | -0.1% | 1.7% | 3% | 7% | 0.1% | -1% | 1.2 | 61 | 9%
Cc1nc(SCC(=O)Nc2c(C)n(C)n(-c3ccccc3)c2=O)n[nH]1 | -2% | 0.0% | 1.6% | 1% | -8% | 0.2% | 4% | -1.3 | 78 | 2%
COc1ccccc1C(=O)N1CCC(C(=O)c2ccc(F)cc2)CC1 | 0% | 0.0% | -1.5% | 4% | -12% | 2.9% | -3% | 0.4 | 71 | 27%
Cc1cccc(NC(=O)c2sc(-c3ccccc3)nc2-c2ccc([N+](=O)[O-])cc2)c1 | 18% | -0.3% | -2.3% | 2% | -9% | 0.3% | -2% | -0.2 | 90 | 0%
CC1(C)Cc2ccccc2-c2nnc(SCc3ccccc3)n21 | 0% | 0.1% | 0.9% | -2% | 22% | 7.3% | -1% | 2.5 | 37 | 12%
O=C(CCN1CCCCC1)Nc1cccc(Br)c1 | 0% | -0.2% | 1.9% | 0% | -3% | 0.8% | -1% | 0.1 | 54 | 19%
O=C(Nc1cc(C(F)(F)F)ccc1N1CCOCC1)C1=NN(c2ccccc2)C(=O)CC1 | 13% | 0.2% | -1.1% | 13% | 5% | 0.7% | -4% | 4.2 | 61 | -1%
CCn1c(COc2ccccc2)nnc1SCC(=O)c1cccc([N+](=O)[O-])c1 | -30% | -0.1% | 3.7% | 5% | 11% | 0.6% | -4% | 1.7 | 49 | 22%
C/C(=N\Nc1ccccn1)c1ccc(S(=O)(=O)NCc2ccco2)cc1 | 0% | 0.5% | -0.7% | 0% | -6% | 6.9% | -3% | 2.5 | 45 | 4%
CN(C(=S)Nc1cccnc1)c1ccc(O)cc1 | 25% | -0.1% | 16% | 11% | 0% | -2.3% | 35% | · | · | 0%
CC(C)CNC(=O)COC(=O)c1ccc(Cl)c(S(=O)(=O)N2CCc3ccccc32)c1 | -10% | 0.0% | 0.8% | 0% | -6% | -0.4% | -11% | 2.0 | 31 | 10%
N#CCSc1ncnc2ccccc12 | 11% | 0.9% | 0.8% | -4% | -5% | -0.5% | -1% | 0.4 | 22 | 2%

(list continues)
SMILES | AID2073 | GPR55 beta-arrestin | HIV peptide binding | Siah-1 displacement | GPR35 antagonists | UTI89 phage lysis | Dengue-2 NS5 capping | NTR1 agonist | NTR1 agonist cell count 20 µM | GPR55 LPI antagonism | others
CCCSc1nnc(CSc2ncccn2)n1C | 0% | 0.1% | -0.4% | 9% | -8% | 1.2% | -4% | 1.0 | 64 | -8%
CCOC(=O)N1CCN(C(=O)CCCCCn2c(=S)[nH]c3ccsc3c2=O)CC1 | 37% | -0.3% | -1.8% | 5% | -10% | 0.2% | 0% | 0.8 | 63 | 21%
Cc1cc(C(F)(F)F)nn1CC(=O)NCc1cccs1 | 8% | 0.2% | -0.9% | -5% | -3% | 0.1% | 8% | 0.9 | 89 | -12%
Cc1ccc(C(c2nnnn2CC2CCCO2)N2CCN(C(=O)c3ccco3)CC2)cc1 (stereo unspecified) | 2% | -0.1% | -2.0% | 1% | 4% | 0.3% | -1% | 2.3 | 67 | -3%
COc1ccc(C2=NO[C@@H]3[C@@H]4C[C@@H]([C@H]5C(=O)N(C)C(=O)[C@@H]45)[C@H]23)cc1 | 5% | 0.3% | -1.8% | 6% | 2% | 5.3% | -4% | -0.8 | 67 | -3%
CCC(C)[C@H](NC(=O)Nc1cccc(Cl)c1)C(=O)O (stereo partly specified) | 4% | -0.1% | 1.1% | 6% | 17% | 0.0% | 4% | 0.6 | 34 | -10%
CCN(CC)CCCN(C)C(=O)Cn1nc(Cc2ccncc2)c2ccccc2c1=O | 5% | 0.0% | 0.8% | -2% | -10% | 0.2% | -1% | 0.6 | 37 | 9%
CC(=O)Nc1ccc(S(=O)(=O)NCc2ccc3c(c2)cc(C)n3C)cc1 | 46% | -0.1% | 41% | 11% | -10% | -0.7% | 19% | -0.9 | 101 | 5%
CC(C)n1nnnc1SCC(=O)Nc1ccc2c(c1)OCCO2 | 2% | 0.0% | -2.5% | -3% | -12% | · | · | -0.4 | 59 | 0%
Cc1nc(C)c2c(=O)cc(-c3ccccc3)[nH]c2n1 | -1% | -0.1% | -1.0% | 0% | -7% | 4.6% | -3% | 0.3 | 49 | -8%
COc1ccccc1C(=O)Nc1ccc(S(=O)(=O)Nc2nccs2)cc1 | 1% | -0.1% | 1.0% | -4% | -3% | -0.5% | -10% | 0.5 | 32 | 8%
COc1ccc(S(=O)(=O)Nc2cccc(Cl)c2)cc1OC | 0% | 0.0% | -1.5% | 0% | -2% | 0.0% | -3% | -4.2 | 86 | 0% | Dengue-2 NS5 capping pilot replicate=2.4
COc1ccc(OC)c(NC(=O)c2cccc(S(=O)(=O)N(Cc3ccccc3)c3ccccc3OC)c2)c1 | 17% | 0.5% | 2.1% | 1% | -10% | 3.3% | 6% | -0.6 | 58 | 14%
Cc1nn(C)cc1S(=O)(=O)NCc1ccccc1Cl | -2% | 0.2% | 2.2% | -1% | 1% | 0.3% | -4% | -0.1 | 57 | 6%
O=C(CSc1ccccc1)NCc1cccnc1 | 1% | -0.3% | 3.2% | 4% | 0% | 0.3% | 4% | -1.1 | 78 | 6%
CCOc1cc(CNn2cnnc2SCC(=O)NC(C)(C)C)ccc1OCC(=O)NC(C)(C)C | -2% | -0.2% | -0.4% | 0% | 2% | 1.0% | -6% | 0.6 | 100 | -8%
COc1cccc(NC(=O)CSc2nncn2-c2ccccn2)c1 | -4% | -0.2% | -3.9% | -3% | 19% | 0.0% | -4% | 0.0 | 57 | 0%

Structural class, those above containing an NH in an aromatic ring.
SMILES | AID2073 | GPR55 beta-arrestin | HIV peptide binding | Siah-1 displacement | GPR35 antagonists | UTI89 phage lysis | Dengue-2 NS5 capping | NTR1 agonist | NTR1 agonist cell count 20 µM | GPR55 LPI antagonism | others
c1coc(-c2nnc(SCc3nc4ccccc4[nH]3)o2)c1 | 0% | -0.3% | 1.8% | -7% | -8% | 0.1% | -5% | -0.5 | 79 | -2%
Cc1ccc2[nH]c(=O)c3cc(C(=O)N(CCCOC(C)C)Cc4ccco4)sc3c2c1 | 6% | -0.1% | 1.3% | -1% | 9% | 0.0% | -1% | 23 | 68 | -1%
Cc1nc(SCC(=O)Nc2c(C)n(C)n(-c3ccccc3)c2=O)n[nH]1 | -2% | 0.0% | 1.6% | 1% | -8% | 0.2% | 4% | -1.3 | 78 | 2%
CCOC(=O)N1CCN(C(=O)CCCCCn2c(=S)[nH]c3ccsc3c2=O)CC1 | 37% | -0.3% | -1.8% | 5% | -10% | 0.2% | 0% | 0.8 | 63 | 21%
Cc1nc(C)c2c(=O)cc(-c3ccccc3)[nH]c2n1 | -1% | -0.1% | -1.0% | 0% | -7% | 4.6% | -3% | 0.3 | 49 | -8%

Screening results from PubChem BioAssay.
